Bioassay records from PubChem BioAssay.
M4 ag – human M4 muscarinic receptor agonists, primary screen, CHO-K1 cells, Fluo-8 calcium fluorescence; Muscarinic acetylcholine receptor M4 (Homo sapiens), P08173; CHO-K1 hM4/Gqi5; vehicle 0%, full acetylcholine response 100%; activation, % at 3 µM; actives 0.14% (n = 360,000);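 active means activation above the run mean over all test wells plus 3 SD, cut at about 32% in these data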;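 further: peak over basal fluorescence ratio per well then scaled between controls; 0% = DMSO wells and 100% = acetylcholine at EC100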
Target sequence (P08173 whole entry, looked up): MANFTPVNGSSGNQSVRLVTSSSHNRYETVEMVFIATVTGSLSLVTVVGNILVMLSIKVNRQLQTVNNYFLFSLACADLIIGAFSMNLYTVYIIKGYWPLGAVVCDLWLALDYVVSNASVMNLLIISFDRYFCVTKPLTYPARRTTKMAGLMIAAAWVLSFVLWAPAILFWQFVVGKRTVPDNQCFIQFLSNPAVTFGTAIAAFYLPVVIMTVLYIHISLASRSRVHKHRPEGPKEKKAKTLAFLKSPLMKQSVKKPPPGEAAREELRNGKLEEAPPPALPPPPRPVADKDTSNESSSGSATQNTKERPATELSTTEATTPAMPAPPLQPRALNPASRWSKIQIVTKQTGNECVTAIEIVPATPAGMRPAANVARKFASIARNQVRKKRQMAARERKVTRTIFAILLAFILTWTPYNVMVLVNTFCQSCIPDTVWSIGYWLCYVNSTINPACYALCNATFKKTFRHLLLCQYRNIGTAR
CHRM5 antagonist – human M5 muscarinic receptor antagonists, primary screen, CHO cells, Fluo-8 calcium fluorescence | Muscarinic acetylcholine receptor M5 (Homo sapiens), P08912 | CHO-hM5 cells, ACh EC80 | inhibition, % at 3 µM | actives 0.59% (n = 360,000) | AID 624040, 2012;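 active means inhibition above a per-plate cutoff, the mean of that plate's test compounds plus 3 SD, cut at about 27% in these data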;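 further: 0% = acetylcholine EC80 with DMSO and 100% = DMSO without agonist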
Target sequence (P08912 whole entry, looked up): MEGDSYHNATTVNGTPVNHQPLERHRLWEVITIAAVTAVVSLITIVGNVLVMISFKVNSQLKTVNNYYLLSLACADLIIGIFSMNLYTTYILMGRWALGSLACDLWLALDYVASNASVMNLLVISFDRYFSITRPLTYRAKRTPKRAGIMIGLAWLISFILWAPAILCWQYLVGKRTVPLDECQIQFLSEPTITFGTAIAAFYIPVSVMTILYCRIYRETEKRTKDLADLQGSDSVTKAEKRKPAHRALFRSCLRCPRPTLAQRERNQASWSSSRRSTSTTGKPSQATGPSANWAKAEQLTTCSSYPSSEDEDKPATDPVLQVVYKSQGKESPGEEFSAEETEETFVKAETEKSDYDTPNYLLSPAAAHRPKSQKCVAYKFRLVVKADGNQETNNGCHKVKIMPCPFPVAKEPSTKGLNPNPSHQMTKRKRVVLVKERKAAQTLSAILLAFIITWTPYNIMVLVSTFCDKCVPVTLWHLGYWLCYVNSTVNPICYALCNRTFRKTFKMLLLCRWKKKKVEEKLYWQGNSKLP
M1 ag parental – counter-screen for M1 agonists: effect in parental CHO-K1 cells; Fluo-8 calcium fluorescence; scaled to maximal ATP response, vehicle zero; activation, % at 3 µM; actives 0.48% (n = 360,000); in the data active means activation above about 15%;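 further: untransfected CHO-K1 host cells lacking M1 receptor as counterscreen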
CHO-K1 Ca antag – counter-screen for M1 antagonists: effect in parental CHO-K1 cells. actives 0.6% (n = 360,000). AID 602250. inhibition, % at 3 µM. ATP-induced calcium, Fluo-8 fluorescence;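 active means inhibition above a per-plate cutoff, the plate's mean sample inhibition plus 3 SD, cut at about 24% in these data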;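 further: 0% = DMSO plus EC80 ATP and 100% = DMSO alone without ATP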
CHRM4 antagonist – human M4 muscarinic receptor antagonists, primary screen, CHO cells, Fluo-8 calcium fluorescence; inhibition, % at 3 µM; CHO-hM4 cells, ACh EC80; actives 0.73% (n = 360,000); AID 624125, 2012;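 active means inhibition above its plate's cutoff, the mean inhibition of sample wells plus 3 SD, cut at about 27% in these data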;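 further: 0% = acetylcholine EC80 with DMSO and 100% = DMSO without agonist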
M4 PAM – human M4 muscarinic receptor positive allosteric modulators, primary screen, CHO-K1 cells, Fluo-8 calcium fluorescence; CHO-K1 hM4/Gqi5, ACh EC20; 0% = ACh EC20, 100% = maximal ACh; actives 0.4% (n = 360,000); activation, % at 3 µM; AID 624126, 2012; Muscarinic acetylcholine receptor M4 (Homo sapiens), P08173;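 active means activation above its plate's cutoff, the mean activation of sample wells plus 3 SD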; further: some results filed as inactive read as strong as hits
M1 PAM parental – nonselective calcium activators in parental CHO-K1 cells, primary screen, counter-screen for M1 PAM project, cell-based, Fluo-8 calcium fluorescence, full deck, 1536-well. ATP EC20; 0% at ATP EC20, 100% at ATP max. activation, % at 3 µM. actives 0.02% (n = 360,000). AID 602247, 2012;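 active means activation above the run cutoff, the mean activation of all test compounds plus 3 SD, cut at about 40% in these data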;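 further: peak over basal fluorescence ratio in a 140 s read after ATP addition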
M5 PAM – human M5 muscarinic receptor positive allosteric modulators, primary screen, CHO-K1 cells, Fluo-8 calcium fluorescence; CHO-K1 hM5, ACh EC20 PAM; 0% = ACh EC20, 100% = ACh EC100; activation, % at 3 µM; actives 0.3% (n = 360,000);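 active means activation above the run cutoff, the mean activation of all test compounds plus 3 SD, cut at about 18% in these data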
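Measured by: Fluo-8 calcium fluorescence; material: human M5 receptor in CHO-K1 cells; schedule: Post-acetylcholine fluorescence recording 140 s; benchmarks: low control EC20 acetylcholine (0%), high control EC100 acetylcholine (100%); read-out: Max/basal fluorescence ratio as % of EC20–EC100 ACh window; compound: single dose, 3 µM nominal final test concentration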
M5 ag – human M5 muscarinic receptor agonists, primary screen, CHO-K1 cells, Fluo-8 calcium fluorescence; Muscarinic acetylcholine receptor M5 (Homo sapiens), P08912; CHO-K1 hM5 cells; 0% DMSO wells, 100% maximal acetylcholine response; activation, % at 3 µM; actives 0.19% (n = 360,000);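 active means activation above the run's mean over test compounds plus 3 SD, cut at about 23% in these data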;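 further: signal is peak over basal fluorescence ratio across the kinetic read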
Numbers without * were called inactive.

CN(C)S(=O)(=O)c1ccc(C(=O)NNC(=O)C2COc3ccccc3O2)cc1 (centres undefined) was read as M4 ag 6, CHRM5 antagonist 5, M1 ag parental 0.8, CHO-K1 Ca antag 4, CHRM4 antagonist -16, M4 PAM 3, M1 PAM parental 10, M5 PAM -7 and M5 ag -4.
CCOC(=O)c1cnc2c(N=Nc3ccccc3)c(N)nn2c1N was read as M4 ag 1, CHRM5 antagonist -1, M1 ag parental 0.1, CHO-K1 Ca antag -11, CHRM4 antagonist -1, M4 PAM 3, M1 PAM parental 9, M5 PAM -4 and M5 ag -4.
`O=C(CC1C(=O)NCCN1Cc1ccccc1)NC1CCCCCC1` (centres undefined) gave M4 ag 0, CHRM5 antagonist 4, M1 ag parental 0.3, CHO-K1 Ca antag -3, CHRM4 antagonist 8, M4 PAM -2, M1 PAM parental -12, M5 PAM -1 and M5 ag -3.
Screening Cc1ccc(C(=O)CC(=O)c2ccc(C(C)(C)C)cc2)cc1 returned M4 ag 0, CHRM5 antagonist -3, M1 ag parental -0.1, CHO-K1 Ca antag -2, CHRM4 antagonist -5, M4 PAM 8, M1 PAM parental 5, M5 PAM -3 and M5 ag 0.
`Cc1cc(C)nc(NC(=O)C(c2ccccc2)c2ccccc2)c1` gave M4 ag -1, CHRM5 antagonist -10, M1 ag parental 0.3, CHO-K1 Ca antag -9, CHRM4 antagonist -1, M4 PAM -4, M1 PAM parental 25, M5 PAM -5 and M5 ag -5.
Cc1ccc(NC(=O)CN(C)C(=O)C(c2ccccc2)c2ccccc2)cc1 was read as M4 ag 5, CHRM5 antagonist 4, M1 ag parental 1.2, CHO-K1 Ca antag -15, CHRM4 antagonist 3, M4 PAM -1, M1 PAM parental 9, M5 PAM -4 and M5 ag 0.
For CC1CCc2c(nc3ncnn3c2Nc2ccc(OC(F)(F)F)cc2)C1 (centres undefined) the results were M4 ag -1, CHRM5 antagonist 2, M1 ag parental 0.0, CHO-K1 Ca antag -17, CHRM4 antagonist 4, M4 PAM -1, M1 PAM parental 28, M5 PAM 4 and M5 ag -1.
For COC(=O)c1ccc(Cn2nnc3ccccc32)cc1 the results were M4 ag 12, CHRM5 antagonist 12, M1 ag parental 7.5, CHO-K1 Ca antag -7, CHRM4 antagonist 2, M4 PAM -40, M1 PAM parental 11, M5 PAM -18 and M5 ag 0.
Screening CCCC(=O)NC(c1cccc([N+](=O)[O-])c1)c1ccc2cccnc2c1O (centres undefined) returned M4 ag 0, CHRM5 antagonist 2, M1 ag parental 1.1, CHO-K1 Ca antag -8, CHRM4 antagonist -4, M4 PAM -2, M1 PAM parental 11, M5 PAM -2 and M5 ag -2.
`O=C(COC(=O)c1cc[n+]([O-])cc1)Nc1ccc(Cl)cc1Cl` gave M4 ag 0, CHRM5 antagonist 7, M1 ag parental 1.2, CHO-K1 Ca antag -16, CHRM4 antagonist 7, M4 PAM 1, M1 PAM parental 14, M5 PAM -7 and M5 ag 1.
For COc1cccc2sc(Nc3nc(-c4ccccn4)cs3)nc12 the results were M4 ag 9, CHRM5 antagonist 30*, M1 ag parental 4.0, CHO-K1 Ca antag 23, CHRM4 antagonist 37*, M4 PAM -9, M1 PAM parental -7, M5 PAM -36 and M5 ag -5.
For O=S(=O)(NCc1ccc(F)cc1)c1ccccc1Br the results were M4 ag -1, CHRM5 antagonist 0, M1 ag parental -0.2, CHO-K1 Ca antag -4, CHRM4 antagonist -1, M4 PAM -1, M1 PAM parental -1, M5 PAM 2 and M5 ag -2.
`Cc1cccc(C(=O)Nc2ccc(C(=O)/C=C/c3cccnc3)cc2)c1` gave M4 ag 9, CHRM5 antagonist 4, M1 ag parental 3.6, CHO-K1 Ca antag -10, CHRM4 antagonist -8, M4 PAM -2, M1 PAM parental 19, M5 PAM -8 and M5 ag 0.
Cc1cc(NC(=O)CCCn2nc([N+](=O)[O-])c(Br)c2C)no1 was read as M4 ag 0, CHRM5 antagonist 3, M1 ag parental 2.6, CHO-K1 Ca antag 8, CHRM4 antagonist 6, M4 PAM -16, M1 PAM parental 3, M5 PAM -4 and M5 ag -5.
`CCN1CCN(c2sc(S(=O)(=O)CC)nc2S(=O)(=O)c2ccc(C)cc2)CC1` gave M4 ag 2, CHRM5 antagonist -11, M1 ag parental 0.8, CHO-K1 Ca antag -16, CHRM4 antagonist -16, M4 PAM -1, M1 PAM parental 16, M5 PAM -3 and M5 ag -2.
O=C(Nc1ccc(F)cc1)Nc1ccc2ccccc2n1 was read as M4 ag 1, CHRM5 antagonist 1, M1 ag parental 0.3, CHO-K1 Ca antag -9, CHRM4 antagonist -16, M4 PAM 5, M1 PAM parental 13, M5 PAM 1 and M5 ag -2.
`COc1ccc(OC)c(NC(=O)CSc2nnc3ccc(-c4ccccn4)nn23)c1` gave M4 ag 0, CHRM5 antagonist -3, M1 ag parental 0.1, CHO-K1 Ca antag -3, CHRM4 antagonist 4, M4 PAM 5, M1 PAM parental -22, M5 PAM 1 and M5 ag 2.
Cc1ccc(C)c(Oc2coc3cc(O)ccc3c2=O)c1 was read as M4 ag 2, CHRM5 antagonist 5, M1 ag parental 1.7, CHO-K1 Ca antag -10, CHRM4 antagonist -16, M4 PAM 5, M1 PAM parental 11, M5 PAM -7 and M5 ag -4.
`C=CCNc1ncnc2ccc(Br)cc12` gave M4 ag 5, CHRM5 antagonist 1, M1 ag parental 2.7, CHO-K1 Ca antag -3, CHRM4 antagonist -10, M4 PAM 4, M1 PAM parental 12, M5 PAM -7 and M5 ag 2.
For Cc1ncc(CO)c(/C=N/NC(=O)c2cccc(S(=O)(=O)N3CCCC3)c2)c1O the results were M4 ag 1, CHRM5 antagonist -9, M1 ag parental 0.0, CHO-K1 Ca antag 9, CHRM4 antagonist -16, M4 PAM 6, M1 PAM parental 1, M5 PAM 9 and M5 ag -2.
COc1ccccc1NC(=S)N(Cc1ccccc1)Cc1cccs1 was read as M4 ag 11, CHRM5 antagonist 22, M1 ag parental 3.5, CHO-K1 Ca antag -16, CHRM4 antagonist 1, M4 PAM -10, M1 PAM parental 6, M5 PAM -9 and M5 ag -3.
For COc1cc(SC)ccc1C(=O)OCC(=O)NCCNC(=O)COC(=O)c1ccc(SC)cc1OC the results were M4 ag 6, CHRM5 antagonist -5, M1 ag parental 1.5, CHO-K1 Ca antag 6, CHRM4 antagonist 2, M4 PAM -8, M1 PAM parental -2, M5 PAM -3 and M5 ag 0.
`COCCNC(=O)c1ccc(C)c(NC(=O)C2=C(C)OCCS2)c1` gave M4 ag 1, CHRM5 antagonist 3, M1 ag parental 0.7, CHO-K1 Ca antag 3, CHRM4 antagonist -19, M4 PAM -2, M1 PAM parental -4, M5 PAM -1 and M5 ag -4.
`COC(=O)C1=C(O)/C(=C/c2ccc(OCC(=O)Nc3ccc(OC)cc3)cc2)N=C1C` gave M4 ag -1, CHRM5 antagonist -2, M1 ag parental 0.5, CHO-K1 Ca antag -9, CHRM4 antagonist -2, M4 PAM 7, M1 PAM parental 14, M5 PAM 3 and M5 ag 1.
For CCCc1cc(=O)oc2cc(C)cc(OCC(=O)N[C@@H](CSCc3ccccc3)C(=O)O)c12 the results were M4 ag 0, CHRM5 antagonist -2, M1 ag parental 0.3, CHO-K1 Ca antag 0, CHRM4 antagonist -18, M4 PAM 10, M1 PAM parental 17, M5 PAM 1 and M5 ag 3.
Screening O=C1/C(=C\c2ccc(O)c(O)c2)N=C2CCCCCN12 returned M4 ag 4, CHRM5 antagonist -2, M1 ag parental 0.8, CHO-K1 Ca antag 1, CHRM4 antagonist 15, M4 PAM -1, M1 PAM parental -13, M5 PAM 9 and M5 ag 5.
For COC(=O)CC1C(=O)NCCN1C(=O)Nc1ccc(Cl)c(Cl)c1 (centres undefined) the results were M4 ag 2, CHRM5 antagonist 3, M1 ag parental 0.1, CHO-K1 Ca antag -10, CHRM4 antagonist 3, M4 PAM 4, M1 PAM parental 19, M5 PAM 10 and M5 ag 0.
CCN(CCCNC(=O)C1CCCN(S(=O)(=O)c2cnc[nH]2)C1)c1ccccc1 (centres undefined) was read as M4 ag 0, CHRM5 antagonist 0, M1 ag parental -0.2, CHO-K1 Ca antag -3, CHRM4 antagonist -2, M4 PAM -1, M1 PAM parental 4, M5 PAM 1 and M5 ag 1.
For O=C1c2ccccc2C(=O)N1CCC#Cc1ccc2cc(CCO)oc(=O)c2c1 the results were M4 ag 21, CHRM5 antagonist 4, M1 ag parental 8.6, CHO-K1 Ca antag -13, CHRM4 antagonist -12, M4 PAM -3, M1 PAM parental 8, M5 PAM -17 and M5 ag 7.
`Cc1c(NC(=O)CSc2ncccn2)c(=O)n(-c2ccccc2)n1C` gave M4 ag 2, CHRM5 antagonist 19, M1 ag parental 0.1, CHO-K1 Ca antag -10, CHRM4 antagonist -2, M4 PAM 2, M1 PAM parental 19, M5 PAM -3 and M5 ag 0.

The last three compounds of the part above are carried over, then new ones follow:
CCN(CCCNC(=O)C1CCCN(S(=O)(=O)c2cnc[nH]2)C1)c1ccccc1 (centres undefined) was read as M4 ag 0, CHRM5 antagonist 0, M1 ag parental -0.2, CHO-K1 Ca antag -3, CHRM4 antagonist -2, M4 PAM -1, M1 PAM parental 4, M5 PAM 1 and M5 ag 1.
For O=C1c2ccccc2C(=O)N1CCC#Cc1ccc2cc(CCO)oc(=O)c2c1 the results were M4 ag 21, CHRM5 antagonist 4, M1 ag parental 8.6, CHO-K1 Ca antag -13, CHRM4 antagonist -12, M4 PAM -3, M1 PAM parental 8, M5 PAM -17 and M5 ag 7.
`Cc1c(NC(=O)CSc2ncccn2)c(=O)n(-c2ccccc2)n1C` gave M4 ag 2, CHRM5 antagonist 19, M1 ag parental 0.1, CHO-K1 Ca antag -10, CHRM4 antagonist -2, M4 PAM 2, M1 PAM parental 19, M5 PAM -3 and M5 ag 0.
Screening S=C(NCCc1c[nH]c2ccccc12)NC1CC1 returned M4 ag 3, CHRM5 antagonist -3, M1 ag parental 0.8, CHO-K1 Ca antag -16, CHRM4 antagonist -17, M4 PAM 5, M1 PAM parental 13, M5 PAM 7 and M5 ag 0.
For O=C(CCc1ccccc1)OCC(=O)c1ccc(Br)cc1 the results were M4 ag -1, CHRM5 antagonist -17, M1 ag parental -0.5, CHO-K1 Ca antag -2, CHRM4 antagonist -3, M4 PAM 8, M1 PAM parental 13, M5 PAM 17 and M5 ag -4.
CN(CCc1ccccn1)C(=O)CCC1CCCN(C(=O)c2ccc3c(c2)OCCO3)C1 (centres undefined) was read as M4 ag 2, CHRM5 antagonist 2, M1 ag parental 0.9, CHO-K1 Ca antag -20, CHRM4 antagonist -5, M4 PAM 12, M1 PAM parental 22, M5 PAM 5 and M5 ag 4.
For CCCc1cc(=O)oc2cc(OCC(=O)Nc3ccc(CN4CCOCC4)cc3)c(Cl)cc12 the results were M4 ag 4, CHRM5 antagonist 12, M1 ag parental 1.0, CHO-K1 Ca antag -15, CHRM4 antagonist 3, M4 PAM 7, M1 PAM parental 3, M5 PAM -1 and M5 ag -3.
